S1P3 antagonist = S1P3 receptor antagonists, primary screen, cell-based | 0.27% of 170,000 active | AID 485, 2006 | Sphingosine 1-phosphate receptor 3 (Homo sapiens), Q99500 | inhibition, % at 4.98 µM | CHO S1P3 NFAT-BLA reporter, FRET fluorescence, antagonist mode;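 active = inhibition above the plate cutoff, the mean inhibition of test wells on that plate plus 3 SD, cut at about 28% in these data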;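 note: cells challenged with S1P at its EC80 of 0.8 µM; blue over green emission ratio from cleaved BLA substrate after 4 h stimulation; 0% = S1P-stimulated wells and 100% = unstimulated DMSO-only wells; some compounds past the cut are filed as inactive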
Target sequence (Q99500 whole entry, looked up): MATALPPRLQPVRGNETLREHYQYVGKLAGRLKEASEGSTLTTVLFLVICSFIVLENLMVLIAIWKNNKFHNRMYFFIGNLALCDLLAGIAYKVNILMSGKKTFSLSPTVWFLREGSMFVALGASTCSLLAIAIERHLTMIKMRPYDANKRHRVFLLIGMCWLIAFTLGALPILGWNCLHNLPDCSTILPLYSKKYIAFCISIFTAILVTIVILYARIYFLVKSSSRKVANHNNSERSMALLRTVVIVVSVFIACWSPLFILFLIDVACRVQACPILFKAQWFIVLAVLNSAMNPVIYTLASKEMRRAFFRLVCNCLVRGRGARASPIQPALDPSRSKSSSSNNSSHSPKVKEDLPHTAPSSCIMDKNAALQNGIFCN
HMGR II inh = inhibitors of E. faecalis class II HMGR, primary screen, biochemical, Enterococcus faecalis; HMG-CoA reductase (Enterococcus faecalis, mvaE); purified E. faecalis HMGR, NADPH absorbance 340 nm kinetic; inhibition, % at 10 µM; 0.41% of 190,000 active;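 active = inhibition above a set limit, the median over all tested compounds plus 3 SD, cut at about 9.5% in these data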;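 note: enzyme runs in reverse so mevalonate oxidation gives rising NADPH absorbance; 0% = complete reaction with DMSO and 100% = background rate lacking mevalonate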
bIAP inhibitor = bovine intestinal alkaline phosphatase inhibitors, primary screen, selectivity assay for TNAP inhibitor project, biochemical, bovine IAP, CDP-star luminescence; inhibition, % at 20 µM; purified bovine IAP, 30 min; 190,000 tested, under 10 active;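 active = over 50% inhibition of intestinal alkaline phosphatase at 20 µM in the single-dose screen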
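test system = bovine IAP enzyme | medium = DEA buffer 100 mM, pH 9.8, with MgCl2 1.0 mM, ZnCl2 0.02 mM | detection = luminescence | dosing = single compound dose of 20 µM, 2% DMSO final | incubation = 30 min reaction at room temperature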
ROMK primary = ROMK potassium channel modulators, primary screen, cell-based, thallium flux, MLSMR library; ATP-sensitive inward rectifier potassium channel 1 (Homo sapiens), P48048; AID 1918, 2009; Tet-inducible ROMK, thallium flux fluorescence; actives lie on both sides; B-score at 10 µM; 2% of 130,000 active;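 active = signal ratio slope over the read window, or its plate-corrected B-score, at least 3 SD from the plate mean, either direction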;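 note: B-score of the F/F0 ratio slope over 7 to 12 s after thallium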
Target sequence (P48048 whole entry, looked up): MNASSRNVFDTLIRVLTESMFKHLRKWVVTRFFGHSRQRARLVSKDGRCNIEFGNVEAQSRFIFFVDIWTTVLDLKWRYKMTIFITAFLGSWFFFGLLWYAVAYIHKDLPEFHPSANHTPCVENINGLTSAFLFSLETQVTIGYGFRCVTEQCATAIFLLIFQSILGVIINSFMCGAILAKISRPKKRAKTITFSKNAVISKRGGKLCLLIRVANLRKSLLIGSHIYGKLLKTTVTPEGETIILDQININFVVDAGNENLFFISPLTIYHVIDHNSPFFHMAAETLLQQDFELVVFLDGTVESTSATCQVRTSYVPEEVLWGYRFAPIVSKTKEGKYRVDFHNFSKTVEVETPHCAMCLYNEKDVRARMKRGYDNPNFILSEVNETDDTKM
Lmaj promast = Leishmania major promastigote growth inhibition, primary screen. Leishmania major promastigotes, resazurin fluorescence viability. inhibition, % at 10 µM. 9% of 200,000 active; in the data active = inhibition above about 50%;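 note: promastigotes grown with compound for 44 hours at 28 °C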
TR-FRET SRC-2 ct = TR-FRET signal artefacts, primary screen, artefact control for PPARgamma SRC-2 agonist project, biochemical. TR-FRET artefact counter-screen; stronger effect = higher value. TR-FRET ratio at 8 µM. 0.4% of 200,000 active. AID 1049, 2008; in the data active = TR-FRET ratio above about 2000; note: inactives centre near 1500
PPARg SRC-3 ag = PPARgamma agonists recruiting SRC-3 coactivator, primary screen, biochemical; biochemical PPARgamma/SRC-3 coactivator recruitment assay; activation, % at 8 µM; Peroxisome proliferator-activated receptor gamma (Homo sapiens), P37231; 0.26% of 200,000 active; in the data active = activation above about 23%;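 note: 0% = DMSO and 100% = reference agonist; some compounds past the cut are filed as inactive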
PPARg SRC1 recr = PPARgamma agonists recruiting SRC-1 coactivator, primary screen, biochemical; Peroxisome proliferator-activated receptor gamma (Homo sapiens), P37231; PPARgamma-SRC-1 coactivator recruitment biochemical assay; activation, % at 8 µM; 0.41% of 200,000 active; in the data active = activation above about 19%;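 note: 0% = DMSO and 100% = reference agonist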
DTT redox prof = compounds producing H2O2 with reducing agent – biochemical, NIH compound library profiling, artefact control for MLSCN library redox annotation, primary screen; DTT-dependent redox cycling H2O2, phenol red/HRP absorbance; 100% = 100 µM peroxide control, 0% = buffer; activation, % at 10 µM; 0.03% of 200,000 active;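 active = activation of at least 50% relative to the plate's high and low controls in the primary single-dose screen; inactive = activation below 50%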;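 note: compound incubated with DTT at 0.8 mM final as the reducing agent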
PPARg SRC2 recr = agonists of PPARg-SRC-2 recruitment, primary screen, biochemical, HTS; Peroxisome proliferator-activated receptor gamma (Homo sapiens), P37231; PPARgamma LBD-SRC-2 recruitment; activation, % at 8 µM; 0.34% of 200,000 active; AID 1032, 2008; in the data active = activation above about 22%;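 note: 0% = vehicle and 100% = reference agonist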
RAM inhibit = inhibitors of the yeast RAM network, primary screen, dse1pr::URA3 reporter, 5-FOA selection; S. cerevisiae dse1pr::URA3 reporter, 5-FOA growth OD615, 2 d; analog-sensitive cbk1-as2 kinase mutant strain; inhibition, % at 50 µM; 1.8% of 190,000 active; AID 868, 2007;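 active = inhibition above a set limit, 3 SD over mean compound inhibition, cut at about 8.4% in these data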;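 note: 0% = DMSO-only wells with no growth and 100% = 10 µM 1-NA-PP1 full growth; inhibition rescues growth on 5-FOA so higher OD means more RAM inhibition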
Numbers without * were called inactive; / = no result given.

1: O=C(CN1N=C(C(F)(F)F)CC1(O)c1ccc([N+](=O)[O-])cc1)c1ccccc1 (stereo not drawn)
2: O=C(c1ccc(O)cc1)c1ccc(C(=O)c2ccc(O)cc2)cc1
3: Cc1nc2ccc(-c3nc4ccccc4o3)cc2[nH]1
4: CCC(=O)Nc1ccc(C(=O)NCCCn2ccnc2)cc1
5: CCn1c(=S)[nH]c2scc(-c3cccs3)c2c1=O
6: COc1ccc(-c2csc(Nc3ncccc3C)n2)cc1
7: C=CCOC(=O)c1c(C)nc2cc3c(cc2c1C)OCO3
8: COC(=O)C1CSC(C(=O)OC)N1C(=O)Nc1ccc(Cl)cc1 (stereo not drawn)
9: CC1CC(C)C[N+](=C2C=C(N3CCCC3)CC(C)(C)C2)C1 (stereo not drawn)
10: COc1ccc(CCN2C(=O)C3C4C=CC(C4)C3C2=O)cc1OC (stereo not drawn)

Compound | 1 | 2 | 3 | 4 | 5 | 6 | 7 | 8 | 9 | 10
PPARg SRC-3 ag | -4 | -1 | -12 | -3 | 39* | 13 | 3 | -3 | -4 | 1
S1P3 antagonist | / | 6 | / | -5 | -37 | / | -11 | / | -18 | 12
bIAP inhibitor | 6 | 1 | 2 | -7 | 6 | -5 | -1 | -5 | -2 | 13
Lmaj promast | 39 | -8 | 72* | -1 | -6 | 5 | 4 | -7 | 100* | -7
TR-FRET SRC-2 ct | 1319 | 1466 | 1429 | 1580 | 2915* | 1464 | 1371 | 1356 | 1684 | 1646
PPARg SRC2 recr | -1 | 9 | -11 | -3 | 49* | 4 | 5 | 5 | -4 | 6
RAM inhibit | 1.5 | 1.9 | -0.1 | 0.9 | 3.9 | 0.5 | 2.0 | 0.9 | 0.1 | 0.9
ROMK primary | -0.23 | 2.1 | / | 0.7 | 13* | / | 1.1 | / | 0.16 | 0.25
HMGR II inh | -2 | 0 | 0 | 1 | -1 | -3 | -3 | -1 | -1 | 1
DTT redox prof | 0.3 | 0.3 | 2.1 | -0.7 | -0.4 | 0.2 | -0.4 | 1.3 | 0.0 | 9.5
PPARg SRC1 recr | 0 | -1 | -2 | -6 | 52* | 6 | 5 | -1 | -3 | 2

11: COc1ccc(OC)c(C2C=C(C34CC5CC(CC(C5)C3)C4)NC(=S)N2)c1 (stereo not drawn)
12: Cc1ccsc1C1C(C#N)=C(N)OC2=C1C(=O)CCC2 (stereo not drawn)
13: O=C1C2C(c3ccccc3)C=CC(c3ccccc3)C2C(=O)N1c1ccccn1 (stereo not drawn)
14: CC(=O)c1cc(C#N)c(Oc2ccc(Cl)cc2Cl)nc1C
15: COc1ccccc1C(=O)NCCn1cc(SCC(=O)Nc2nnc(C)s2)c2ccccc21
16: O=C(Nc1ccc(F)c(F)c1)c1ccc2c(c1)OCO2
17: COC(=O)CSc1nnc(CNc2nc(-c3ccccc3)cs2)n1C
18: COc1cc(C2C(N3C(=O)c4ccccc4C3=O)C(=O)N2c2ccc(C)c(C)c2)cc(OC)c1OC (stereo not drawn)
19: COc1ccc(C(c2c[nH]c3ccccc23)c2c[nH]c3ccccc23)cc1O
20: O=C1CC(c2ccc(Cl)cc2)CC(O)=C1C=NCc1ccc(Cl)c(Cl)c1 (stereo not drawn)

Compound | 11 | 12 | 13 | 14 | 15 | 16 | 17 | 18 | 19 | 20
PPARg SRC-3 ag | 4 | 4 | -2 | -8 | -2 | 9 | 12 | 0 | 8 | -3
S1P3 antagonist | -5 | -18 | 14 | / | -14 | -33 | / | -3 | / | /
bIAP inhibitor | 18 | -9 | -17 | / | 1 | 9 | -8 | / | 15 | 36
Lmaj promast | 99* | 3 | -6 | -2 | 7 | 0 | -6 | -1 | 21 | -10
TR-FRET SRC-2 ct | 1608 | 1601 | 1512 | 1505 | 1648 | 1594 | 1539 | 1573 | 1846 | 1445
PPARg SRC2 recr | 7 | 9 | 2 | -6 | 3 | -5 | 8 | 3 | 4 | -3
RAM inhibit | 4.6 | 1.8 | 0.2 | / | 2.5 | 2.4 | -0.2 | 4.7 | 5.8 | 2.1
ROMK primary | / | 0.41 | 0.032 | / | 0.96 | / | -0.82 | 0.43 | / | -0.079
HMGR II inh | -4 | 0 | -3 | / | -2 | -3 | 5 | -1 | -10 | -5
DTT redox prof | 0.7 | -0.4 | -0.4 | 1.9 | 0.0 | 0.0 | 1.1 | -0.5 | -1.6 | -0.1
PPARg SRC1 recr | 6 | 6 | -6 | 1 | 3 | -1 | 3 | 1 | 0 | 4

21: COc1cc(C(=O)NC(C)c2cnn(-c3ccccc3C)c2C)cc(OC)c1OC (stereo not drawn)
22: C/C(CC(=O)NC1CCCCC1)=N\NC(=O)c1ccccn1
23: CC1CCc2c(C(=O)NCc3ccccn3)csc2C1 (stereo not drawn)
24: COc1ccc(C)cc1S(=O)(=O)N(CC(=O)Nc1cccc([N+](=O)[O-])c1)c1ccccc1
25: CCn1c(SCC(=O)Nc2ccccc2F)nc2c(c1=O)SC(C)C2 (stereo not drawn)
26: Cc1ccc(S(=O)(=O)NNC(=O)CCC(=O)Nc2ccc(C)c(C)c2)cc1
27: CCOc1ccc2nc(C)cc(Nc3cccc([N+](=O)[O-])c3)c2c1
28: O=C(Nc1cc(Cl)ccn1)C1CCN(S(=O)(=O)c2cccs2)CC1
29: O=C(Nc1ccc(Br)cc1)N1CCCCCCC1
30: c1csc(CSc2nc3ccccc3s2)c1

Compound | 21 | 22 | 23 | 24 | 25 | 26 | 27 | 28 | 29 | 30
PPARg SRC-3 ag | 5 | 3 | 3 | 3 | -3 | -3 | 1 | -6 | 3 | -6
S1P3 antagonist | -55 | -10 | -6 | -8 | -4 | / | 12 | / | 21 | -25
bIAP inhibitor | -9 | -11 | 0 | 4 | -99 | -4 | 14 | 8 | 19 | /
Lmaj promast | -5 | -5 | 29 | 56* | 1 | 1 | 100* | 2 | -7 | 14
TR-FRET SRC-2 ct | 1338 | 1220 | 1579 | 1548 | 1556 | 1509 | 1456 | 1315 | 1519 | 1463
PPARg SRC2 recr | 5 | 0 | 0 | 4 | 6 | -7 | -7 | 1 | 3 | 0
RAM inhibit | 1.4 | 0.5 | 0.5 | 5.1 | -2.3 | 7.0 | 1.2 | 3.0 | 0.3 | 1.5
ROMK primary | 0.34 | 0.56 | / | / | / | / | 0 | -1.1 | / | /
HMGR II inh | -3 | -5 | -8 | -5 | -6 | -4 | -3 | 2 | 0 | -4
DTT redox prof | -0.2 | -1.1 | 0.2 | 0.5 | 3.0 | 1.5 | -0.4 | 0.1 | 0.4 | -0.8
PPARg SRC1 recr | 3 | -4 | -9 | -1 | -1 | 5 | 4 | -2 | 0 | 3

31: COCCNC(=O)c1c[nH]n2c(=O)cc(C3CCN(C(=O)OC(C)(C)C)CC3)nc12
32: Cc1ccc(-c2nn(C)c(=O)c3ccccc23)cc1S(=O)(=O)N1CCOCC1
33: O=C(CN(Cc1ccco1)C(=O)CCC(=O)Nc1ccccn1)NCCc1ccccc1
34: CC(Nc1nc(N2CCOCC2)nc2ccccc12)c1ccccc1 (stereo not drawn)
35: O=C(NCC1CCCO1)c1cccc(Oc2ccc([N+](=O)[O-])cc2Cl)c1 (stereo not drawn)
36: Cc1ccc(-n2cccn2)c(CN2CCCC(CNC(=O)c3ccc(F)cc3)C2)c1 (stereo not drawn)
37: O=C(Cc1n[nH]c(=O)c2ccccc12)OCC(=O)c1ccc2c(c1)OCCO2
38: C/C(CC(=O)Nc1ccc(F)cc1)=N\NC(=O)COc1ccccc1
39: CC(C)(CNC(=O)c1ccc(Cl)c(S(=O)(=O)N2CCc3ccccc3C2)c1)N1CCOCC1
40: CCOc1ncccc1C(=O)OCC(=O)N1CCc2ccccc21

Compound | 31 | 32 | 33 | 34 | 35 | 36 | 37 | 38 | 39 | 40
PPARg SRC-3 ag | -11 | -3 | -4 | 3 | 3 | 4 | -5 | -2 | 0 | 4
S1P3 antagonist | / | 13 | -24 | -5 | 13 | 9 | -14 | -11 | 3 | -1
bIAP inhibitor | -8 | 10 | -5 | -24 | -4 | -1 | 9 | / | -7 | -5
Lmaj promast | 3 | 10 | 98* | 54* | 9 | -3 | -7 | -5 | 50* | -3
TR-FRET SRC-2 ct | 1489 | 1599 | 1606 | 1709 | 1522 | 1605 | 1504 | 1339 | 1582 | 1487
PPARg SRC2 recr | -1 | 8 | 3 | 1 | 6 | 2 | -8 | 0 | 6 | -5
RAM inhibit | -1.1 | -0.1 | 1.5 | 2.3 | 0.6 | -0.7 | 3.9 | 3.0 | 1.2 | 1.8
ROMK primary | / | -1.2 | / | -0.47 | -0.16 | / | 3.6* | 0.014 | -1.2 | -0.041
HMGR II inh | 1 | -4 | 3 | -3 | -5 | -12 | -1 | -4 | -1 | -2
DTT redox prof | 0.1 | -0.7 | -3.4 | -0.3 | -2.1 | -0.8 | 1.3 | 0.0 | -0.1 | 0.8
PPARg SRC1 recr | -9 | 4 | -2 | -4 | -5 | -1 | 4 | 3 | -2 | 10

Among those listed so far, 6 contain two or more sulfur atoms:
5: CCn1c(=S)[nH]c2scc(-c3cccs3)c2c1=O
15: COc1ccccc1C(=O)NCCn1cc(SCC(=O)Nc2nnc(C)s2)c2ccccc21
17: COC(=O)CSc1nnc(CNc2nc(-c3ccccc3)cs2)n1C
25: CCn1c(SCC(=O)Nc2ccccc2F)nc2c(c1=O)SC(C)C2 (stereo not drawn)
28: O=C(Nc1cc(Cl)ccn1)C1CCN(S(=O)(=O)c2cccs2)CC1
30: c1csc(CSc2nc3ccccc3s2)c1

Compound | 5 | 15 | 17 | 25 | 28 | 30
PPARg SRC-3 ag | 39* | -2 | 12 | -3 | -6 | -6
S1P3 antagonist | -37 | -14 | / | -4 | / | -25
bIAP inhibitor | 6 | 1 | -8 | -99 | 8 | /
Lmaj promast | -6 | 7 | -6 | 1 | 2 | 14
TR-FRET SRC-2 ct | 2915* | 1648 | 1539 | 1556 | 1315 | 1463
PPARg SRC2 recr | 49* | 3 | 8 | 6 | 1 | 0
RAM inhibit | 3.9 | 2.5 | -0.2 | -2.3 | 3.0 | 1.5
ROMK primary | 13* | 0.96 | -0.82 | / | -1.1 | /
HMGR II inh | -1 | -2 | 5 | -6 | 2 | -4
DTT redox prof | -0.4 | 0.0 | 1.1 | 3.0 | 0.1 | -0.8
PPARg SRC1 recr | 52* | 3 | 3 | -1 | -2 | 3

High-throughput results from PubChem BioAssay.
